APOBEC3G inh: APOBEC3G (human) deaminase inhibition. recombinant A3G, ssDNA deamination FAM/TAMRA fluorescence. inhibition, % at 20 µM. Q9HC16. 330,000 compounds, 0.28% hits;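 active = inhibition of at least 40% at 20 µM, with no more than 30% in the related APOBEC3A deaminase screen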;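 also: plate controls were DMSO wells with A3G for no effect and wells lacking A3G enzyme for full effect; some compounds called inactive have numbers as strong as hits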
Target sequence (Q9HC16 whole entry, looked up): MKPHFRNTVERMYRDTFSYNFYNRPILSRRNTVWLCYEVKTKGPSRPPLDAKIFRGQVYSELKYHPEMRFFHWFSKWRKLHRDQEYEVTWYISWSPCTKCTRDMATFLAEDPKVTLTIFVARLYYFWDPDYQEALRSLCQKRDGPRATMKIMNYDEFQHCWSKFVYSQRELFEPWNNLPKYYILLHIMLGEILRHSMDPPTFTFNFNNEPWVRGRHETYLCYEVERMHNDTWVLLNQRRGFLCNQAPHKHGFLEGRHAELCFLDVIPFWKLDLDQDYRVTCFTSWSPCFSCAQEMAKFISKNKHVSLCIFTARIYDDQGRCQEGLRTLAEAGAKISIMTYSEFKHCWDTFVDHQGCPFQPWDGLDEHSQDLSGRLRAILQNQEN
SENP7 block: SENP7 protease inhibition | Q9BQF6 | recombinant SENP7, Z-RLRGG-aminoluciferin luminescence, 40 min | inhibition, % at 5 µM | 330,000 compounds, 1.5% hits;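 active = inhibition above about 50% at the single test dose, limit read from the data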;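 also: plate controls were DMSO with enzyme for no effect and no enzyme buffer wells for full effect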
SENP8 block-1: inhibitors of human SENP8 protease. Q96LD8. purified SENP8, Z-RLRGG-aminoluciferin cleavage, luminescence. inhibition, % at 10 µM. 330,000 compounds, 1.2% hits. AID 2540; in the data active = inhibition above about 50%
SENP8 block-2: inhibitors of human SENP8 protease; recombinant SENP8, Nedd8 substrate fluorescence; inhibition, % at 20 µM; AID 602440; 360,000 compounds, 0.64% hits; Q96LD8; in the data active = inhibition mostly above about 40%, no sharp cut-off; inactive = mostly below about 27%
UBC13 polyUb: human UBC13 polyubiquitination inhibition; P61088; UBC13 polyubiquitin chain formation, TR-FRET; inhibition, % at 20 µM; 330,000 compounds, 0.47% hits; in the data active = inhibition above about 45%, passing the limit was not always enough
SENP1 inh: SENP1 (human) catalytic domain inhibition. Q9P0U3. recombinant SENP1 catalytic domain, CyPet-SUMO1-YPet FRET cleavage. inhibition, % at 10 µM. 360,000 compounds, 0.21% hits;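 active = inhibition at least 30% at 10 µM, raw YFP signal under a set limit, fluorescence ratio 0.5 to 1.5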;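 also: 0% = enzyme with DMSO and 100% = no enzyme wells; some results filed as inactive read as strong as hits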
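Material – human SENP1 catalytic domain · Input – SENP1 enzyme, 20 pM final · Compound dosing – single concentration of 10 µM compound, 0.5% DMSO final · Timing – enzyme reaction for 50 min at room temperature, dark · Measured by – FRET fluorescence in CFP and YFP emission channels · Control set – no-enzyme wells low, DMSO-plus-enzyme wells high control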
SENP6 inh: inhibitors of human SENP6 protease; Q9GZR1; Recombinant SENP6 catalytic domain, aminoluciferin luminescence; inhibition, % at 10 µM; 330,000 compounds, 1.8% hits;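 active = inhibition above about 50% at the single tested dose, limit read from the data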;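 also: plate controls were DMSO wells with enzyme for no effect and DMSO wells lacking enzyme for full effect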
Target sequence (Q9GZR1 628-1112 limits assumed): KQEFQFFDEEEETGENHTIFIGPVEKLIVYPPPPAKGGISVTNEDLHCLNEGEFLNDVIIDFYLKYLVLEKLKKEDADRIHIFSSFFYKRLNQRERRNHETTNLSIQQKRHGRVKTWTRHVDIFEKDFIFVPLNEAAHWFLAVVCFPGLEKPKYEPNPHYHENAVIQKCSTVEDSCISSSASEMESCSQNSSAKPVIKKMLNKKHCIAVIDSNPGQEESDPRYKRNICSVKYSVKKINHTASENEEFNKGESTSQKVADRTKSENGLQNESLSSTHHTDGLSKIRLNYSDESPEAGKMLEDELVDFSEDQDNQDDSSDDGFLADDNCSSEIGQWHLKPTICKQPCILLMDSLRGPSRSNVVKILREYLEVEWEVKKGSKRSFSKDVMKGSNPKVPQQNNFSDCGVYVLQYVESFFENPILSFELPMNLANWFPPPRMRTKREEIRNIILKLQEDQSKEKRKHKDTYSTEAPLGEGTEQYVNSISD
Apaf-1 inh: blocks human Apaf-1 apoptosome activity; reconstituted apoptosome caspase-3 activity, DEVD-Rh110 fluorescence; O14727; inhibition, % at 20 µM; AID 489030; 330,000 compounds, 0.71% hits; active = inhibition of at least 40% at 20 µM;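 also: plate controls were DMSO wells for no effect and DEVD-CHO caspase inhibitor wells for full effect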
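Material: reconstituted apoptosome with Apaf-1, cytochrome c, caspase-9, procaspase-3, dATP. Technique: Rh110 fluorescence intensity. Buffer or medium: pH 7.5 Hepes buffer with CHAPS, BSA, DTT. Times: 30 min plus 50 min, RT.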
* marks the source's active call; other numbers are inactive results.

Order of values – APOBEC3G inh	SENP7 block	SENP8 block-1	SENP8 block-2	UBC13 polyUb	SENP1 inh	SENP6 inh	Apaf-1 inh
CC(/C=N/Nc1nc(C)cc(C)n1)=C\c1ccc(C(C)C)cc1
→ -7	-10	-13	-14	-14	-1	1	21
Cc1cc(-c2c(C)n([O-])c(C)c(C)[n+]2=O)ccc1F
→ -4	1	-4	27	5	1	-5	2
Cc1ccc(Cl)cc1NC(=O)CON=C(N)c1ccccc1
→ 1	8	-4	9	-3	1	-27	6
CCOCCOCN(C#N)c1nc(OC)nc(N(C)C)n1
→ 1	-4	-1	8	3	1	-15	-3
Clc1cc(Cl)c(Cl)cc1Cl
→ -11	8	8	-2	-7	-2	-13	-8
Cc1cc(C(F)(F)F)nn1CC(=O)NNC(=S)Nc1ccc(F)cc1
→ -4	-2	0	10	-1	2	-3	-15
COc1ccc2cc(C(=O)C3CCCN(C(=O)C4=NN(C)C(=O)CC4)C3)ccc2c1 (configuration not stated)
→ -4	5	-5	-339	20	2	-2	4
COC(=O)C1=C(C)NC(=S)NC1c1ccc(OCC(=O)N2CCCCC2)c(OC)c1 (configuration not stated)
→ -10	-4	-4	-3	7	0	-11	-11
CC(=O)c1csc(COc2ccc(Cl)cc2)n1
→ -6	27	-1	8	4	0	-6	-20
CC(C)(C)C(=O)C(Cl)C(=O)Nc1ccccc1 (configuration not stated)
→ 2	6	-5	19	7	2	-3	-3
CCCOc1ccc(C(=O)ON=C2CCN(C)CC2)cc1
→ -5	-1	-3	19	6	3	2	-5
CN(C)CCCN(C(=O)CCc1ccccc1)c1nc2ccc(Cl)cc2s1
→ -5	3	-8	27	36	0	-20	44*
Cc1[nH]c2ccccc2c1C(=O)COC(=O)Cn1c(C(F)(F)F)nc2ccccc21
→ -7	0	1	2	2	1	-16	0
CCCCC(=O)OCC(=O)Nc1ccc(OC(F)F)cc1
→ -1	-2	1	8	9	1	-8	-7
COCCNC(=O)CSCc1cc(C)cc(C)c1
→ -5	-6	-2	18	12	0	6	-11
Cc1cccc(NC(=O)NNC(=O)COc2ccc([N+](=O)[O-])cc2)c1C
→ -4	-2	5	16	4	1	-4	7
COc1ccc(NC(=O)NC2CCN(C(C)C)CC2)c(OC)c1
→ -1	2	3	17	8	-4	-1	0
O=C(NCC(c1ccco1)N1CCCC1)c1ccccc1Sc1ccc(C(F)(F)F)cc1[N+](=O)[O-] (configuration not stated)
→ -7	-3	-6	18	3	-3	-20	20
CC(C)CCn1c(=O)c2c(nc3n2CCCN3Cc2ccccc2)n(C)c1=O
→ -7	1	7	7	6	1	4	7
CCOC(=O)c1cc(NC(=O)Nc2ccccc2Cl)c(C)nc1C
→ -3	-7	4	0	20	1	-5	-4
CCN(CC)C(=O)c1cccc(NC(=O)C2=COCCO2)c1
→ 1	3	2	1	-2	-1	20	-14
COc1ccc(NS(=O)(=O)c2cccc(C(=O)NCC(c3ccco3)N(C)C)c2)cc1 (configuration not stated)
→ -4	-11	-2	-11	3	-8	-2	17
Cc1ccc(NC(=O)Cn2nnc(-c3ccccc3-n3cnnn3)n2)c(C)c1
→ -4	2	8	8	5	-1	-22	-9
CCc1sc(-c2ccccc2)nc1C(=O)OC
→ -6	-5	-7	-8	6	3	-2	-9
CCOC(=O)C1CCN(C(=S)Nc2cc(C)ccc2C)CC1
→ -7	-8	-9	20	-26	0	-4	16
Cc1ccc(NC(=O)COC(=O)COc2cccc3c2OC(C)(C)C3)cc1S(=O)(=O)N1CCOCC1
→ 11	-6	4	9	4	5	-1	12
Cc1nnc(SCC(=O)Nc2ncc3c(n2)CC(c2ccccc2)CC3=O)s1 (configuration not stated)
→ -4	1	-8	11	-4	2	-23	3
Cc1[nH]c2ccccc2c1C(=O)C(=O)N(C)C1CCCCC1
→ -3	-1	-9	15	3	2	-2	-3
CC(C)(C)c1cc(NS(=O)(=O)c2ccc3c(c2)OCCO3)on1
→ -13	2	5	5	2	1	12	-4
O=C(C1CCCO1)N1CCC(O)(c2ccccc2)CC1 (configuration not stated)
→ -4	-3	-1	17	1	0	-7	-6
COc1ccc(C/C(N)=N/n2cnnc2)cc1Cl
→ -5	-3	2	19	-6	3	-10	-8
CCOC(=O)CNc1nc(Oc2ccc(=O)n(C)n2)nc(N(CC)CC)n1
→ -5	-3	0	8	3	2	-5	-11
CCn1c(SCC(=O)NC2CCCCC2)nc2c(c1=O)SCC2
→ 1	0	0	-1	-7	-1	-9	-6
Cc1cc(C)n(/N=C/c2ccc(O)cc2)c(=O)c1C#N
→ -7	5	3	-14	-1	3	7	-5
Cn1c(=O)c2[nH]c(N=Nc3ccc(N)cc3N)nc2n(C)c1=O
→ -4	-3	-2	-110	-103	-1	-32	-10
Oc1ccccc1CNc1nccs1
→ -6	0	9	16	10	2	15	-1
COc1ccccc1NS(=O)(=O)c1cccc(NC(=O)C2CC(=O)N(Cc3ccccc3)C2)c1 (configuration not stated)
→ -5	-3	8	7	9	0	2	10
Cc1ccc(C)c(N2CCN(C(=O)CCCn3c(=S)[nH]c4cc5c(cc4c3=O)OCO5)CC2)c1
→ -3	-6	-10	2	12	-1	-21	23
CCOc1ccc(Cn2nnc(C(=O)NCCc3ccccc3)c2N)cc1
→ -3	0	5	24	12	3	-4	-1
O=C1CC(NS(=O)(=O)c2cccs2)CN1c1ccccc1 (configuration not stated)
→ -5	11	-14	3	-3	1	-17	0

No new results follow: 2 of the compounds above.
Order of values – APOBEC3G inh	SENP7 block	SENP8 block-1	SENP8 block-2	UBC13 polyUb	SENP1 inh	SENP6 inh	Apaf-1 inh
CCOc1ccc(Cn2nnc(C(=O)NCCc3ccccc3)c2N)cc1
→ -3	0	5	24	12	3	-4	-1
O=C1CC(NS(=O)(=O)c2cccs2)CN1c1ccccc1 (configuration not stated)
→ -5	11	-14	3	-3	1	-17	0

Returning to the listing with the two entries that preceded the break.
Order of values – APOBEC3G inh	SENP7 block	SENP8 block-1	SENP8 block-2	UBC13 polyUb	SENP1 inh	SENP6 inh	Apaf-1 inh
CCOc1ccc(Cn2nnc(C(=O)NCCc3ccccc3)c2N)cc1
→ -3	0	5	24	12	3	-4	-1
O=C1CC(NS(=O)(=O)c2cccs2)CN1c1ccccc1 (configuration not stated)
→ -5	11	-14	3	-3	1	-17	0
CCC(=O)c1cc2c(C)cc(=O)oc2c(C)c1OC(=O)C(C)C
→ -2	4	-4	-17	21	-88	7	5
COc1ccc(Cn2c(=S)[nH]c3cc(C(=O)N4CCN(c5ccccc5)CC4)ccc3c2=O)cc1
→ -13	-4	2	3	8	-1	-7	7
O=C1N=C(N2CCC(Cc3ccccc3)CC2)S/C1=C/c1cn[nH]c1-c1ccccc1
→ -2	1	-10	-55	-6	1	-4	10
COc1ccc2c(=O)cc(C(=O)O)oc2c1
→ -6	-9	-12	-18	1	-3	6	2
COc1cccc(N2CC(NC(=O)C(=O)c3c[nH]c4ccccc34)CC2=O)c1 (configuration not stated)
→ -6	-3	1	-2	-6	3	-6	6
CC(C)C[C@H](NC(=O)c1nc[nH]c1C(=O)N1CCN(c2ccccc2)CC1)C(=O)OCc1ccccc1
→ -5	-3	-6	4	-29	-23	-2	32
COc1ccc(S(=O)(=O)CC(O)CN2CCCC2=O)cc1 (configuration not stated)
→ 5	-19	-5	13	-14	1	-5	-1
CC1=CC(C)(C)N2C(=O)C3(C(C#N)=C(N)OC4=C3C(=O)CC(C)(C)C4)c3cc(C)cc1c32 (configuration not stated)
→ -4	12	2	4	0	-1	1	11
Cc1ccc2c(CN3CCC(C)CC3)cc(=O)oc2c1C
→ 3	6	1	1	8	1	-25	12
COc1ccc(C(=O)NC2CCN(CC(=O)Nc3cccc(OC)c3)CC2)cc1
→ -6	-5	13	-7	4	1	0	-24
O=C(O)CN1C(=O)C2C3C=CC(C2C1=O)C1C(=O)N(CC(=O)O)C(=O)C31 (configuration not stated)
→ -3	2	-4	0	3	2	3	-8
CCn1c(-c2ccc(C)cc2)n[nH]c1=S
→ 51*	3	2	-11	2	1	4	0
O=C1C2=C(SCCS2)C(=O)N1c1ccccc1
→ -4	-2	-2	22	1	36*	-9	-13
CCn1c(CSc2nnc(-c3ccoc3C)n2C)nc2cc(S(=O)(=O)N(C)C)ccc21
→ -8	-4	4	-20	-2	-11	-1	8
Cc1cccc(NC(=O)C2CCCN2S(=O)(=O)c2ccc(Cl)cc2)n1 (configuration not stated)
→ -4	-3	5	16	1	2	-14	7
Cn1nc(C(C)(C)C)cc1C(=O)NNC(=O)c1cccc(Cl)c1
→ -7	-7	-5	6	0	0	0	-2
Cc1cc(C(=O)NNC(=S)NC(=O)/C=C/c2ccccc2Cl)n[nH]1
→ -2	9	0	-4	92*	-2	-14	-1
Cc1n(CC(O)COC2CCCCC2)c2ccccc2[n+]1C (configuration not stated)
→ 31	7	7	15	-2	-1	3	2
Cc1cc(C)cc(NC(=O)CSc2ccc(-c3ccco3)nn2)c1
→ -1	-5	-6	2	-9	3	-11	2
C=CC[C@H](CC(=O)OC(C)(C)C)C(=O)OC[C@@H]1CCCN1C(=O)[C@@H](CC=C)CC(=O)N[C@H](CO)Cc1ccccc1
→ -7	3	-6	23	16	2	-5	12
COC(=O)[C@]1(CC(C)C)N[C@H](c2ccc(-c3ccc4c(c3)OCO4)cc2)[C@@H]2C(=O)N(C)C(=O)[C@@H]21
→ -5	2	4	-190	2	-1	-13	6
CCC1CC(CSc2ncn[nH]2)OC1=O (configuration not stated)
→ -1	3	6	9	-2	0	0	-4
CC1CCN(C(=O)c2ccc3c(=O)n4c(nc3c2)CCCCC4)CC1
→ 6	10	4	6	-2	-2	13	4
COc1cc(/C=N/Nc2ccccn2)ccc1OCC(C)C
→ -9	-9	-15	-23	-10	1	-46	8
COCCn1c(C)cc(C(=O)COC(=O)c2c(C)nn(Cc3ccccc3)c2C)c1C
→ -5	7	-2	3	1	-3	-10	25
COc1ccc(C)cc1NC(=O)c1cc2ccccc2o1
→ -6	-4	-8	6	7	3	-5	5
COc1ccccc1NC(=O)c1ccc(NC(=O)COC(=O)c2cccnc2Cl)cc1
→ -4	6	-10	21	4	-1	-8	8
O=C(CSc1nnc(-c2ccccc2F)o1)NC(=O)Cc1ccccc1
→ 1	10	3	10	11	1	4	0

Random draw from the library, and some 3.6% of all compounds hit somewhere here.
